# Diaphorase inh = inhibits diaphorase or chemically oxidizes, flagging diaphorase assay artifacts. inhibition, % at 20 µM. diaphorase resazurin-to-resorufin fluorescence, NADH, 16 min; bacterial (C. kluyveri) enzyme, not human. 0.69% of 190,000 active. AID 1217;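 active = primary screen inhibition at 20 µM above a set limit, cut at about 50% in these data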;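 also: plate controls were DMSO with full reaction for no effect and wells lacking NADH for full effect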
#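 Test system: diaphorase enzyme from Clostridium kluyveri; amount: diaphorase at 0.14 U/mL in enzyme working solution; detection: fluorescence of resorufin formed from resazurin, Ex 544/Em 590 nm; times: reaction incubation of 16 min at room temperature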
# STAT3 inh = reduces IL-6 driven STAT3 reporter signal; 0.89% of 190,000 active; inhibition, % at 5.5 µM; U3A cells, IL-6 STAT3-luciferase reporter, luminescence; host cell line lacks STAT1; AID 862;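 active = inhibition above the mean inhibition across all screened compounds plus 3 SD, cut at about 44% in these data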;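 also: 0% = DMSO only wells and 100% = 100 µM nifuroxazide control wells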
# TLR4-MyD88 BLA = TLR4-MyD88 interaction inhibition in cells. O00206+Q99836. HeLa CL3-4 TLR4/MyD88 BLA complementation, FRET ratio. inhibition, % at 8.4 µM. 0.18% of 200,000 active; in the data active = inhibition above about 25%;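 also: 0% = vehicle and 100% = reference inhibitor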
# Target sequence (O00206 whole entry, looked up): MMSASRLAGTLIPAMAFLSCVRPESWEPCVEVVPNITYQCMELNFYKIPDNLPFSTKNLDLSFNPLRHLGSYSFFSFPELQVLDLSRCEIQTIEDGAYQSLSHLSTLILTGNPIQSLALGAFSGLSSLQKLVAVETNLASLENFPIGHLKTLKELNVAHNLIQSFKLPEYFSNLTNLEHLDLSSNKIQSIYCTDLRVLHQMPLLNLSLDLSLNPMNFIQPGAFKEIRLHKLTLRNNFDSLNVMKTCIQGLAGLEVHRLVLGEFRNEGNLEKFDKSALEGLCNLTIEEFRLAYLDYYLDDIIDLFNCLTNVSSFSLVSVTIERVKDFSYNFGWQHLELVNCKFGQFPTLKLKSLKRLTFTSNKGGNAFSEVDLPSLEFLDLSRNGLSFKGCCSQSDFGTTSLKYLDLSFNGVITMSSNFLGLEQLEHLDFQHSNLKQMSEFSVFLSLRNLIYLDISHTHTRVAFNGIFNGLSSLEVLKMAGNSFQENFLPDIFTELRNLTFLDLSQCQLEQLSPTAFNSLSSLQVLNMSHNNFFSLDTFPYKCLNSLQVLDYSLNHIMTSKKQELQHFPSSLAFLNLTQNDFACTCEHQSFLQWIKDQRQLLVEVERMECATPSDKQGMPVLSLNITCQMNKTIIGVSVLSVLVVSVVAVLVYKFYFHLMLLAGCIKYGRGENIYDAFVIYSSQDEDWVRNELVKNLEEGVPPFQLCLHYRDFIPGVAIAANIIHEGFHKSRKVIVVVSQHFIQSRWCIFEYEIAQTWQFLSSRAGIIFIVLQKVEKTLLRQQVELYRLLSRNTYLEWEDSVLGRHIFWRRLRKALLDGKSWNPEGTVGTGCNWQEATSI
# Target sequence (Q99836 whole entry, looked up): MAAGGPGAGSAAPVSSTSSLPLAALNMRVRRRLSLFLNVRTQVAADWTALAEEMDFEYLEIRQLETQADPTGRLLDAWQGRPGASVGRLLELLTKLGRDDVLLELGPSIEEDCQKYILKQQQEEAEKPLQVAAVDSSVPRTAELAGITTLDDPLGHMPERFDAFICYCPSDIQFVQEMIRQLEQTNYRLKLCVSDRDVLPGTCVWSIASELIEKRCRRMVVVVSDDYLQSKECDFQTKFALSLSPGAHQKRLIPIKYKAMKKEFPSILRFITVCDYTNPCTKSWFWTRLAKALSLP
# STAT1 blocker = STAT1 signaling inhibition; NIH 3T3 STAT1-luciferase reporter, IFN-gamma, luminescence; 0.35% of 200,000 active; inhibition, % at 5.5 µM;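 active = inhibition above a set limit, the mean inhibition across all tested compounds plus 3 SD, cut at about 34% in these data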;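 also: 0% = IFN-gamma with DMSO and 100% = IFN-gamma with 300 µM nifuroxazide; values of inactives mirror those of a sister screen read the other way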
# Hsp70 activator = transcriptional activators of Hsp70 | activation, % at 10 µM | HeLa Hsp70 promoter luciferase reporter, luminescence; scaled: vehicle 0, proteasome-inhibitor control 100% | 0.04% of 200,000 active;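 active = activation above the mean across all tested compounds plus 3 SD, cutoff set per campaign, cut at about 5.5% in these data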;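 also: 100% = MG132 at 30 µM as the positive control and 0% = DMSO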
# STAT1 activator = activators of IFN-gamma induced STAT1 signaling. 2.6% of 200,000 active. activation (% of control), % at 5.5 µM. NIH 3T3 STAT1-luciferase reporter, luminescence; 100% = IFN-gamma alone, no compound;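 active = activation above the screen-wide mean activation plus 3 SD, cut at about 130% in these data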;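 also: raw ratio to IFN-gamma control signal so 100% means no change and 0% no light; values of inactives mirror those of a sister screen read the other way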
# G6PDH counter = inhibits Leuconostoc G6PDH, flagging false hits in G6PDH-based assays; inhibition, % at 5 µM; Purified L. mesenteroides G6PDH, diaphorase/resazurin coupled fluorescence, 45 min; 0.12% of 200,000 active; in the data active = inhibition above about 50%
# STAT3 activator = STAT3 signaling activation | activation (% of control), % at 5.6 µM | 0.91% of 190,000 active | U3A cells, IL-6 STAT3-luciferase reporter, luminescence; 100% = signal with IL-6 EC80 alone;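 active = activation above the screen-wide mean of compound activation plus 3 SD, cut at about 130% in these data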;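 also: 0% = background luminescence of wells with medium and substrate only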
#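 Assay system – human STAT1-deficient U3A cells with stable STAT3-luciferase reporter · Also added – IL-6 (33 ng/mL) · Schedule – compound 1 h, then IL-6 6 h at 37 °C · Technique – reporter luminescence signal · Evaluation – % activation versus median of IL-6-stimulated wells · Benchmarks – IL-6-only wells as 100% reference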
# Diaph act CS = diaphorase activation or chemical reduction counter-screen; Diaphorase/resazurin coupled assay, resorufin fluorescence, 16 min; hits give high values; 1 = vehicle wells, 0 = NADH-free wells; activation factor at 20 µM; 0.005% of 190,000 active; AID 1229;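 active = diaphorase activity raised at least twofold by the compound at 20 µM; inactive = activation factor below 2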
#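 Test system: Clostridium kluyveri diaphorase, purified enzyme; input: enzyme 0.07 U/mL final; buffer or medium: 50 mM HEPES pH 7.4 with 4.542 mM MgCl2, 0.005% Tween 20; also added: 0.114 mM NADH and 0.1 mM resazurin, final amounts; schedule: 16 min enzyme reaction, ambient temperature; technique: fluorescence of resorufin, 544 nm excitation, 590 nm emission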
# APP 5UTR inh = APP translation inhibition; inhibition, % at 2 µM; AID 1285; SH-SY5Y APP 5'UTR-luciferase reporter, luminescence; 0.82% of 190,000 active;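 active = inhibition above a set limit, derived from the sample mean plus 3 SD, cut at about 45% in these data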; also: values of inactives mirror those of a sister screen read the other way
# Active calls of the source: *; x = not tested or not shown.
SMILES,Diaphorase inh,STAT3 inh,TLR4-MyD88 BLA,STAT1 blocker,Hsp70 activator,STAT1 activator,G6PDH counter,STAT3 activator,Diaph act CS,APP 5UTR inh
CN(Cc1nc(-c2cnccn2)no1)Cc1n[nH]c2c1CCCC2,4.6,13.1,-25.2,-5.1,-0.3,104.7,6.3,93.4,1,4.0
COc1ccc(CN(CCC(c2ccccc2)c2ccc(OC(C)C)cc2)C(=O)CCl)cc1OC (configuration not stated),17.9,5.0,17.5,2.9,-0.2,97.3,4.6,98.8,0.8,8.7
O=S(=O)(c1cccs1)N1CCCc2ccccc21,9.0,0.5,9.4,-9.5,0.1,108.7,-19.2,105.8,0.9,-10.3
CCOC(=O)C1=C(N)Oc2c(oc(CO)cc2=O)C1c1ccccc1 (configuration not stated),10.5,19.7,-4.5,4.2,-0.1,94.2,0.1,89.4,0.9,-9.7
O=C(Nc1cccc(C(F)(F)F)c1)c1cccnc1N1CCN(CCO)CC1,4.9,8.5,6.6,-3.7,-0.3,103.4,14.5,96.0,1,9.0
Cc1cc(C)cc(NC(=O)CSc2nnc(CNC(=O)c3cccs3)o2)c1,6.5,-2.2,9.2,1.1,-0.1,98.9,6.4,107.2,0.9,0.7
CCC(=O)Nn1c(C)nnc1C,9.5,10.5,-6.5,1.6,-0.3,98.5,1.5,95.6,0.9,3.5
CC(C)(C)[C@H]1C=C(C(N)=O)O[C@@H](OCc2ccc(CO)cc2)C1,11.5,x,-7.1,-0.5,-0.3,102.0,12.6,x,0.9,5.5
O=C(c1ccc(Cl)cc1[N+](=O)[O-])N1CCOCC1,-9.4,13.3,-4.4,-2.2,-0.1,100.0,-0.2,93.7,1.1,4.9
Brc1ccccc1-c1nnc(SCc2nc3ccccc3s2)o1,28.2,-49.9,0.9,-40.1,0.0,135.6*,-3.0,142.9*,0.7,-81.1
Cc1noc(C)c1CSCC(=O)OCc1nc2ccccc2c(=O)n1CC#N,36.0,1.2,-5.7,4.3,-0.3,94.9,14.8,104.5,0.6,-0.8
O=C(c1ccccc1)c1ccc2nc(-c3ccc(NC(=O)c4ccccc4Br)cc3)[nH]c2c1,10.1,29.2,-2.8,-5.4,-0.3,104.9,-6.4,79.2,0.9,-23.1
COCCCNC(=O)c1cc2c(=O)n3cc(C)ccc3nc2nc1NCC1CCCO1 (configuration not stated),3.6,-4.9,3.1,-5.3,-0.1,104.9,-12.1,99.8,1,-10.7
Cc1ncc(C[n+]2csc(CCOC(=O)C34CC5CC(CC(C5)C3)C4)c2C)c(N)n1,x,-3.0,17.2,-1.5,0.1,102.0,13.1,104.6,x,-5.5
COc1ccc(S(=O)(=O)Nc2ccc(NC(C)=O)cc2)cc1[N+](=O)[O-],9.3,3.8,-7.5,2.2,-0.6,96.4,7.4,98.7,0.9,22.8

# A second format for part of the listing above:
# Every second line gives: Diaphorase inh, STAT3 inh, TLR4-MyD88 BLA, STAT1 blocker, Hsp70 activator, STAT1 activator, G6PDH counter, STAT3 activator, Diaph act CS, APP 5UTR inh
O=C(Nc1cccc(C(F)(F)F)c1)c1cccnc1N1CCN(CCO)CC1
→ 4.9, 8.5, 6.6, -3.7, -0.3, 103.4, 14.5, 96.0, 1, 9.0
Cc1cc(C)cc(NC(=O)CSc2nnc(CNC(=O)c3cccs3)o2)c1
→ 6.5, -2.2, 9.2, 1.1, -0.1, 98.9, 6.4, 107.2, 0.9, 0.7
CCC(=O)Nn1c(C)nnc1C
→ 9.5, 10.5, -6.5, 1.6, -0.3, 98.5, 1.5, 95.6, 0.9, 3.5
CC(C)(C)[C@H]1C=C(C(N)=O)O[C@@H](OCc2ccc(CO)cc2)C1
→ 11.5, x, -7.1, -0.5, -0.3, 102.0, 12.6, x, 0.9, 5.5

# Following part
SMILES,Diaphorase inh,STAT3 inh,TLR4-MyD88 BLA,STAT1 blocker,Hsp70 activator,STAT1 activator,G6PDH counter,STAT3 activator,Diaph act CS,APP 5UTR inh
COc1ccc(NS(=O)(=O)c2cc(NC(=O)c3cnc(C)cn3)ccc2N2CCCCC2)cc1,27.7,-0.2,10.5,-8.1,-0.1,107.2,4.8,100.9,0.7,-16.8
CCN(CC)S(=O)(=O)c1ccc(NC(=O)CSc2nnc(-c3cccc(OC)c3)n2C)cc1,20.3,6.3,-4.6,9.5,-0.1,91.3,14.9,97.9,0.8,-2.6
Cc1cccc(CSC2=NCCN2C(=O)C2CC2)c1,23.5,18.4,1.3,-5.7,-0.1,105.2,2.7,87.4,0.8,19.0
O=C(NCC1CCCO1)c1cc2ccccc2nc1Cl (configuration not stated),-0.2,-6.0,-0.2,-17.3,0.0,116.3,-1.0,104.6,1,-8.5
CC(C)C(=O)Nc1ncc(C(F)(F)F)cc1Cl,6.3,3.4,-19.3,-11.4,-0.3,110.4,2.3,100.5,0.9,-2.3
Nc1nc(-c2cccs2)c(CC(=O)O)s1,10.2,5.8,1.3,-5.3,-0.3,105.2,8.8,102.3,0.9,-4.2
COc1cccc(C2(O)CCN(C(=O)C3CCC3)CC2)c1,10.1,5.7,8.5,-4.8,-0.3,104.4,-1.2,98.1,0.9,1.7
CCOC(=O)C1=C(C)NC2=C(C(=O)CC(C)(C)C2)C1c1ccsc1 (configuration not stated),11.5,3.3,-6.9,6.1,-0.3,94.4,3.9,98.5,0.9,-8.9
CCN(CC)S(=O)(=O)c1ccc(N/N=C/c2ccc(OC)c(OC)c2OC)nc1,11.6,-0.3,-10.6,1.2,-0.3,98.9,13.3,98.4,0.9,15.7
CC1(C)CN(c2ccc(C(=O)c3ccccc3)cc2)C1=O,8.6,4.2,1.4,2.2,-0.3,97.3,2.7,98.5,0.9,3.2
Fc1ccc(-c2csc3[n+]2CCS3)cc1,6.7,-4.2,-14.4,-2.7,-0.1,103.3,-1.5,106.2,0.9,3.3
Cc1ccc(SCc2cc(=O)[nH]c(N3CCN(Cc4ccc5c(c4)OCO5)CC3)n2)cc1,26.6,5.2,-0.2,-4.8,-0.1,104.4,8.8,99.3,0.7,-17.4
CC(=O)C1(C)OC(N)=C(C#N)C(c2ccccc2)C1(C#N)C#N (configuration not stated),18.3,5.1,11.4,6.1,0.2,94.3,-6.2,98.9,0.8,3.4
O=C(CSc1ccc2nnc(-c3ccncc3)n2n1)Nc1ccc2c(c1)OCO2,13.9,12.9,8.2,-7.0,-0.1,106.3,5.3,96.5,0.9,3.5
Cc1c(NC(=O)OCCSc2nc(N(C)C)nc(N(C)C)n2)sc(=S)n1C,12.4,18.8,-9.1,7.2,-0.3,96.5,-4.6,84.3,0.9,10.7
COc1ccc2c(c1)[n+](=O)c(C(C)=O)c(C)n2[O-],10.6,0.9,-0.2,-4.1,-0.1,103.8,6.3,104.2,0.9,-8.7
Cc1ccc(NS(=O)(=O)c2cc(C(=O)N3CCOCC3)ccc2C)cc1C,5.7,4.3,1.0,-4.3,-0.2,103.9,16.2,100.0,0.9,6.1
COC(=O)C(NC(=O)COc1ccccc1)(Nc1nc2c(s1)CCCC2)C(F)(F)F (configuration not stated),21.5,-14.7,-5.8,-2.5,-0.3,102.3,10.4,116.6,0.8,-25.7
Cc1ccc(-c2cc(C(=O)NCC3CCCO3)c3ccccc3n2)o1 (configuration not stated),x,-2.2,6.0,-2.0,0.4,101.8,x,103.5,x,-5.5
COC(=O)c1sccc1-c1ccc(C(=O)Nc2cccnc2)o1,7.1,3.6,-6.7,6.5,0.5,94.2,17.0,98.3,0.9,-68.6
CCCCCc1nnc(NS(C)(=O)=O)s1,-3.7,-8.4,-9.8,-0.6,-0.2,100.5,4.1,104.7,1,-0.9
C=CCOC(=O)C1=C[C@H](c2coc3ccccc3c2=O)[C@@H](CCCO)[C@H](OCC)O1,14.6,x,-8.6,22.7,-0.1,80.2,9.5,x,0.9,-19.6
CCOC(=O)c1c(C)c(C(=O)N2CCN(c3ccccc3)CC2)c(C)n1C,5.4,8.6,-6.4,-2.1,0.0,101.6,4.8,99.1,0.9,17.2
CCOc1oc(-c2ccc(OC)cc2)nc1C(F)(F)F,-0.1,12.0,2.9,0.0,-0.1,99.8,8.2,90.0,1,0.4
O=C(O)C/C(=C\c1ccc(Cl)cc1)c1nc2ccccc2o1,0.6,11.4,-5.8,-12.6,-0.3,111.9,5.9,97.9,1,-1.6
COc1cc2cc(CN(Cc3cccs3)C(=S)Nc3ccccc3)c(=O)[nH]c2cc1OC,20.8,0.8,-1.6,10.6,-0.4,90.3,4.7,107.2,0.8,22.0
CC(C)c1ccc(CNc2c([N+](=O)[O-])c(=O)oc3ccccc23)cc1,15.2,9.9,7.8,11.0,-0.5,90.3,4.8,92.4,0.8,-2.3
CN(C)/C=C1\C=C(c2ccccc2)OC1=O,-1.9,17.7,-18.9,2.2,0.1,98.0,10.1,88.4,1,-11.1
Cc1ccc2cc(CCNC(=O)c3cccs3)c(=O)[nH]c2c1C,14.6,-3.2,-3.0,-71.2,0.1,164.7*,15.7,102.7,0.9,-126.4
Fc1ccccc1C(c1nnnn1Cc1ccc2c(c1)OCO2)N1CCN(Cc2ccco2)CC1 (configuration not stated),7.1,15.2,7.3,11.5,-0.2,89.5,-0.8,95.2,0.9,-1.9
Cc1[nH]n(-c2ncc(-c3ccc(Cl)cc3)s2)c(=O)c1C(c1ccc(Cl)cc1)C(C#N)C#N (configuration not stated),31.9,14.7,-8.6,0.7,0.0,99.4,-4.2,87.7,0.7,-13.4
COc1cc(/C=N/N2CCN(C3c4ccccc4-c4ccccc43)CC2)cc(OC)c1OC,19.8,28.8,2.9,10.2,-0.2,90.8,-26.9,77.0,0.8,2.0
COc1ccc(-n2c(SCC(=O)Nc3ccccc3)nc3c(c2=O)SCC3)cc1,29.5,2.6,1.3,-5.3,0.1,104.9,-2.5,101.8,0.7,-10.5
CCN(CC)C(=O)CSc1nnnn1-c1ccc(F)c(Cl)c1,-12.7,1.4,-9.2,0.9,-0.4,99.0,4.4,100.4,1.1,-17.0
C/C(N)=C(/C#N)C(=O)COC(=O)CC1CCCC1,10.7,6.7,12.7,-5.2,-0.7,104.7,5.5,100.8,0.9,5.4
c1cncc(CNc2ccc3c(c2)OCO3)c1,18.3,6.1,-3.2,-3.7,-0.1,103.4,12.0,96.3,0.8,5.8
COc1ccc(-n2cc(CNCCCn3ccnc3)c(-c3ccccc3Cl)n2)cc1,-61.5,3.7,-1.5,-4.4,0.0,103.0,13.4,98.1,1.6,0.9
COCC(C)NC(=O)COc1nncc2ccccc12 (configuration not stated),-5.7,1.6,8.3,-7.2,-0.3,105.5,-4.3,101.6,1.1,-1.7
COCCNC(=O)C(c1cccs1)N(C(=O)Cn1nnc2ccccc21)c1cccc(C(C)=O)c1 (configuration not stated),1.3,1.8,8.2,-3.1,0.1,102.8,4.1,102.8,1,7.0
CC1=C(C(=O)N2CCCC(C(=O)c3cccc(C(F)(F)F)c3)C2)OCCO1 (configuration not stated),9.6,14.1,-11.2,1.4,-0.1,98.6,16.5,92.5,0.9,-3.7

# Assay outcomes deposited in PubChem by several laboratories.
